NFkB transloc inh = blocks IL-1B driven NFkB nuclear translocation in HUVEC cells | HUVEC IL-1B NFkB p65 nuclear translocation imaging | actives 0.43% (n = 94,000) | inhibition, % at 2 µM;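 active = inhibition above about 30% together with a positive call from visual inspection of the well image, limit read from the data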;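 note: nuclear over cytoplasmic p65 intensity ratio measured by imaging; 0% = IL-1B stimulated DMSO wells and 100% = unstimulated DMSO wells; values of inactives mirror those of a sister screen read the other way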
MRP resist rev = reverses drug resistance mediated by MRP | H69AR cells + 2 uM doxorubicin, CellTiter-Glo, 72 h | actives 0.04% (n = 85,000) | differential viability (reversal), % at 10 µM | AID 602;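 active = viability drop by adding the cancer drug above about 55%, with treated viability meeting a 40% cutoff, limit read from the data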;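 note: viability without doxorubicin minus viability with 2 µM doxorubicin for each compound; larger differential means the compound sensitizes cells more to doxorubicin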
PLAP inhibitors HTS = inhibition of human placental alkaline phosphatase – biochemical, luminescence, HTS (AID 690); purified PLAP, luminescent substrate; higher % means a stronger effect; one-dose inhibition, % at 20 µM; IC50 in µM for titrated hits; actives 0.08% (n = 96,000); in the data active = a potency from the dose series; inactive = the rest, 99 in 100 with inhibition below about 30%; note: strong numbers were not always called active
Bcl-B TR3 displacers = displacers of TR3 peptide from Bcl-B, primary screen, selectivity assay for Bfl-1 inhibitor project, biochemical, fluorescence polarization; actives 0.11% (n = 96,000); FP displacement of FITC-TR3 peptide from Bcl-B; higher % means a stronger effect; displacement, % at 20 µM, or IC50 in µM where a hit was titrated; AID 748;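 active = displacement above 50% at 20 µM plus a fluorescence interference ratio under 1.5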;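 note: plate controls were wells without compound for no effect and wells lacking Bcl-B protein for full effect; a part of the inactive calls stands beside numbers as strong as those of hits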
NFkB transloc pot = enhances IL-1B driven NFkB nuclear translocation; activation, % at 2 µM; actives 0.3% (n = 94,000); AID 819; HUVEC IL-1B NFkB p65 nuclear translocation imaging;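 active = activation above 40%, about the mean plus 3 SD, also judged a hit on visual image review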;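 note: percent activation is computed from the nuclear over cytoplasmic p65 intensity ratio; values of inactives mirror those of a sister screen read the other way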
MRP resist rev cytotoxicity = recorded beside MRP resist rev, whose call it bears; viability, %; H69AR cells, CellTiter-Glo, 72 h; measured here: cytotoxicity without doxorubicin
MRP resist rev with doxorubicin = second read-out of MRP resist rev, no call of its own (marks repeat the call); viability, %; measured here: viability with 2 uM doxorubicin; hits give low values
NFkB transloc inh cell count 2 µM = second read-out of NFkB transloc inh, no call of its own (marks repeat the call); cell count; measured here: cells passing quality filter;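 raw number of nuclei counted in each imaged well without normalization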
NFkB transloc pot cell count 2 µM = also measured in NFkB transloc pot; calls as there; cell count; measured here: cells passing quality filter
Starred values were filed as active, the others as inactive; . = no result given. An excerpt; count on the stated rates, not on these rows.

SMILES	NFkB transloc inh	NFkB transloc inh cell count 2 µM	MRP resist rev	MRP resist rev cytotoxicity	MRP resist rev with doxorubicin	PLAP inhibitors HTS	Bcl-B TR3 displacers	NFkB transloc pot	NFkB transloc pot cell count 2 µM
CC(C)NS(=O)(=O)c1ccc(OCC(=O)N2CCN(C)CC2)cc1	-18.4	208	-7.3	94.4	101.8	-15.7%	-0.3%	18.4	208
CCCCOP(=O)(CN1CCOCC1)OCCCC	-7.0	160	6.9	97.4	90.5	11.8%	-2.3%	7.0	160
CN1CCC(n2nccc2N)CC1	36.4*	60*	-9.6	94.0	103.6	-49.4%	2.6%	-36.4	60
COCCOC(=O)C1=C(N)Oc2c(c(=O)oc3ccccc23)C1c1ccncc1 (configuration not stated)	-14.8	110	5.5	91.8	86.3	1.6%	-3.5%	14.8	110
COc1cc(C2SCC(=O)Nc3c2c(C)nn3-c2ccccc2)cc(OC)c1OC (configuration not stated)	4.7	87	-6.8	73.0	79.8	-74.3%	7.4%	-4.7	87
Cc1ccc2c(c1)C(c1ccccc1)NCC(=O)N2 (configuration not stated)	15.0	125	-14.9	85.2	100.1	4.9%	5.1%	-15.0	125
CCCCOc1ccc(CC2C(=O)N(C)C(=O)N(C)C2=O)cc1	4.7	115	0.0	89.4	89.4	-17.1%	3.3%	-4.7	115
CCOC(=O)c1c(N)n(CCCOC(=O)c2ccco2)c2nc3ccccc3nc12	-1.0	187	-14.8	55.1	69.8	-77.2%	-0.1%	1.0	187
Cc1nn(CCC#N)c2c1P(=S)(N1CCCC1)OC(c1ccc(F)cc1)=N2 (configuration not stated)	-9.4	189	16.1	86.1	70.0	-6.1%	-0.1%	9.4	189
Cc1nn(-c2ccccc2)c(Cl)c1C1C(C#N)=C(N)Oc2c1c(=O)oc1ccccc21 (configuration not stated)	.	.	10.9	85.9	75.0	-8.5%	1.7%	.	.
CCOC(=O)C(O)(c1ccc(NC(=O)c2ccco2)c(OC)c1)C(F)(F)F (configuration not stated)	9.5	100	6.3	86.6	80.3	1.0%	-5.0%	-9.5	100
CCCCCP(=O)(O)c1ccccc1	-4.5	191	1.0	97.1	96.1	23.6%	-3.8%	4.5	191
Cc1ccc(S(=O)(=O)NC(CC(=O)N2CCC3(CC2)OCCO3)c2ccco2)cc1 (configuration not stated)	-6.8	94	2.5	99.6	97.1	-7.5%	-1.5%	6.8	94
Cc1ccc2cccc(OC(=O)N3CCCC3)c2n1	-15.3	120	-39.1	61.4	100.4	3.0%	-8.3%	15.3	120
CC(=O)Nc1ccccc1C(=O)OCC(=O)c1cccc2ccccc12	11.2	92	.	.	.	1.7%	-16.6%	-11.2	92
CC(Cc1ccccc1)NC(=O)NC(C)Cc1ccccc1 (configuration not stated)	.	.	-6.0	101.8	107.8	9.4%	0.1%	.	.
COc1ccc(-n2c(O)c(C=NCCCn3ccnc3)c(=O)[nH]c2=O)cc1	-7.2	167	-10.4	92.8	103.2	9.5%	-0.7%	7.2	167
O=C1NC(c2cccnc2)Nc2sc3c(c21)CCCC3 (configuration not stated)	-0.1	83	-8.0	82.8	90.8	.	.	0.1	83
O=C(Nc1ccc(Cl)cc1C(=O)c1ccccc1)c1ccco1	-5.3	152	.	.	.	17.5%	0.8%	5.3	152
Cn1ccnc1P(=S)(c1nccn1C)c1nccn1C	-0.3	178	-1.5	86.7	88.2	-35.7%	4.1%	0.3	178
CC12CN3CC(C)(CN(C1)C31CCSCC1)C2=O	8.8	149	.	.	.	-12.7%	11.5%	-8.8	149
Cn1c(=O)cc(OCC(=O)N2CCN(C3CCCCC3)CC2)c2ccccc21	-7.2	66	0.8	92.6	91.8	-42.5%	2.7%	7.2	66
CNC(C(=O)c1ccccc1)C(OC(C)C)c1ccc(Cl)cc1 (configuration not stated)	-5.9	52	-3.6	83.8	87.5	-51.5%	-10.8%	5.9	52
CCC(=O)Nc1ccc(N2CCN(CC)CC2)c(Cl)c1	8.9	164	15.6	92.8	77.2	5.9%	-4.0%	-8.9	164
COP(=O)(CC(=O)O)c1ccccc1 (configuration not stated)	-3.9	161	-1.2	93.1	94.2	-1.2%	3.1%	3.9	161
Cc1ccccc1N1C(=O)CC(=O)NC1=O	1.9	208	-14.1	90.9	105.0	3.3%	0.8%	-1.9	208
CCCNC(=O)c1c(N)n(Cc2ccc3c(c2)OCO3)c2nc3ccccc3nc12	-20.6	152	.	.	.	15.7%	-16.8%	20.6	152
CCOCCCn1c(N)c(C(=O)Nc2sc3c(c2C(=O)OC)CCCC3)c2nc3ccccc3nc21	7.0	108	.	.	.	-33.7%	-77.1%	-7.0	108
COC(=O)[C@@H]1[C@@H](C(=O)OC)C2(c3ccccc3-c3ccccc32)N(c2ccc(Cl)cc2)N1C#N	22.2	116	0.0	0.7	0.7	.	.	-22.2	116
CCC(=O)c1cc(F)c(N2CCN(CC)CC2)cc1C	-27.3	188	7.9	92.1	84.2	-3.7%	-8.2%	27.3	188

SMILES	NFkB transloc inh	NFkB transloc inh cell count 2 µM	MRP resist rev	MRP resist rev cytotoxicity	MRP resist rev with doxorubicin	PLAP inhibitors HTS	Bcl-B TR3 displacers	NFkB transloc pot	NFkB transloc pot cell count 2 µM
CCN1/C(=C\C=C\C2=[N+](CC)c3ccccc3C2(C)C)C(C)(C)c2ccccc21	-19.0	67	-0.1	0.2	0.3	22µM*	-385.4%	19.0	67
CCOC(=O)C1=C(N)Oc2cc(C)oc(=O)c2C12C(=O)N1c3c(cccc32)C(C)CC1(C)C (configuration not stated)	-9.8	184	-1.9	90.2	92.1	-36.1%	-2.0%	9.8	184
CCN1CCN(S(=O)(=O)c2ccc(Cl)nc2)CC1	-23.1	105	.	.	.	16.5%	-6.7%	23.1	105
O=P(NS(=O)(=O)c1ccc(Br)cc1)(Oc1ccccc1)Oc1ccccc1	-4.7	184	2.1	106.1	104.0	-71.1%	-4.1%	4.7	184
COc1ccc(CCn2c(O)c(C=NC3CC3)c(=O)[nH]c2=O)cc1OC	-9.5	161	-11.1	86.5	97.6	-13.5%	11.8%	9.5	161
COC(=O)C(O)(c1c(C)[nH]c2ccccc12)C(F)(F)F (configuration not stated)	-7.5	52	-22.9	84.7	107.5	1.1%	2.1%	7.5	52
OC12Oc3ccccc3C=C1N1CCC2CC1 (configuration not stated)	-17.4	194	5.4	95.2	89.8	-2.7%	-6.3%	17.4	194
CN1C(=O)C(Cc2c[nH]c3ccccc23)C(=O)N(C)C1=O	-3.5	162	-18.0	58.1	76.1	-22.2%	-2.3%	3.5	162
ON1C2CCCCC2N(O)C1c1ccccc1 (configuration not stated)	-6.0	68	15.8	97.2	81.4	-25.0%	-6.5%	6.0	68
COc1ccc(OCC(=O)N2CCN(Cc3c[nH]c4ccccc34)CC2)cc1	-18.1	101	-10.3	74.6	84.9	-63.4%	-0.3%	18.1	101
CC1CCCC(C2(O)C(=O)Nc3ccccc32)C1=O (configuration not stated)	-13.2	133	-7.8	100.8	108.5	-7.1%	-13.2%	13.2	133
CCn1cc(C(=O)c2cccs2)c2ccccc21	7.6	103	-2.5	61.4	63.9	26.3%	1.3%	-7.6	103
CCOCCN1CCC(OC(C)=O)C(C)C1 (configuration not stated)	-13.2	114	.	.	.	-6.2%	0.1%	13.2	114
CSCCC(N=Cc1c(O)n(-c2ccc(Cl)cc2)c(=O)[nH]c1=O)C(=O)OC(C)(C)C (configuration not stated)	-6.2	145	9.1	95.5	86.5	-53.2%	-8.6%	6.2	145
CC(C)CCn1c(=O)c(C(=O)Nc2ccccc2S(N)(=O)=O)c(O)c2ccccc21	38.8*	111*	-1.6	7.4	9.0	-57.9%	-0.9%	-38.8	111
Cc1ccc(C)c(C2(O)CC(C)N(C)CC2C)c1 (configuration not stated)	-10.8	111	9.6	85.1	75.5	-10.1%	10.3%	10.8	111
COc1ccccc1-n1c(O)c(C=NCc2ccc3c(c2)OCO3)c(=O)[nH]c1=O	5.6	164	37.6	128.3	90.7	-68.5%	-4.0%	-5.6	164
CN1CCN(CC(=O)Nc2ccc(Cl)cc2C(=O)c2ccccc2)CC1	-7.2	115	-4.9	73.8	78.7	-53.1%	5.1%	7.2	115
Cc1cccc(CSc2nc3c(cc2C#N)CN(C)CC3)c1	6.7	112	.	.	.	-22.8%	3.2%	-6.7	112
O=c1[nH]c(=O)n(Cc2ccccc2)c(O)c1C=NCCCO	-5.3	176	5.1	93.6	88.5	20.4%	2.9%	5.3	176
O=C(c1ccco1)c1cn(Cc2ccccc2)c2ccccc12	-8.3	163	-29.1	50.1	79.2	22.4%	-2.9%	8.3	163
Cc1ccc(-n2c(O)c(C=Nc3ccccc3N)c(=O)[nH]c2=O)cc1C	4.6	178	-24.7	13.1	37.8	-39.0%	-2.9%	-4.6	178
Cc1ccc2c(c1)C1CN(C)CCC1N2C(=O)Cn1cnc2c1c(=O)n(C)c(=O)n2C (configuration not stated)	.	.	-12.2	91.5	103.7	-36.5%	-1.5%	.	.
CCCCC1(CN2CCCC2=O)C(=O)NC(=O)NC1=O	-9.6	120	-22.5	80.7	103.2	.	.	9.6	120
Cc1ccnc(-n2c(-c3ccccc3)nc3ccccc3c2=O)c1	-16.1	126	.	.	.	-1.7%	13.7%	16.1	126
c1ccc(C2CC3CC4(CCCC4)N2O3)cc1 (configuration not stated)	6.1	61	-8.6	97.0	105.7	6.4%	-1.2%	-6.1	61
Cc1nn(C2CCOC(C)(C)C2)c2c1C(c1ccc3c(c1)OCO3)SCC(=O)N2 (configuration not stated)	-15.5	126	9.7	100.1	90.4	-36.9%	1.1%	15.5	126
O=C(CCc1nc(-c2ccccc2F)no1)N1CCC2(CC1)OCCO2	-1.9	153	.	.	.	-29.2%	-5.9%	1.9	153
C=CCOC(=O)C1=C(C)OC(N)=C(C(=O)OCC)C12C(=O)N(CC(N)=O)c1ccccc12 (configuration not stated)	-25.2	132	11.2	92.2	81.0	-28.0%	4.4%	25.2	132
CCCCn1c(O)c(C(CC)=NCc2cc(OC)cc(OC)c2)c(=O)[nH]c1=O	8.7	82	-14.2	74.3	88.5	0.4%	-8.5%	-8.7	82

SMILES	NFkB transloc inh	NFkB transloc inh cell count 2 µM	MRP resist rev	MRP resist rev cytotoxicity	MRP resist rev with doxorubicin	PLAP inhibitors HTS	Bcl-B TR3 displacers	NFkB transloc pot	NFkB transloc pot cell count 2 µM
Cc1ccc2c(c1)C1CN(C)CCC1N2C(=O)c1ccc(Br)o1 (configuration not stated)	-10.1	149	13.6	90.6	77.0	-64.2%	-20.1%	10.1	149
CC(NCc1ccc(Cl)cc1Cl)C(O)c1ccccc1 (configuration not stated)	7.3	118	.	.	.	0.6%	-4.8%	-7.3	118
CC(=O)Nc1ccc(OC(=O)N(C)c2ccccc2)cc1	2.2	103	6.4	98.5	92.1	6.3%	-7.4%	-2.2	103
CCCCn1c(O)c(C(C)=NCCN2CCCCC2)c(=O)[nH]c1=O	-6.6	85	14.2	89.6	75.3	6.9%	-2.0%	6.6	85
N#Cc1cc2c(nc1SCC(=O)Nc1ccc(Cl)cc1)C1CCN2CC1	-19.3	142	8.3	66.9	58.6	5.1%	-7.7%	19.3	142
COc1cccc(OCC(=O)N2CCN(C)CC2)c1	.	.	-17.5	69.3	86.8	-12.5%	-15.8%	.	.
Nc1ncc(P(=S)(N2CCOCC2)N2CCOCC2)s1	-19.0	76	9.6	101.5	91.9	-5.2%	-10.7%	19.0	76
COc1ccc2c(c1)c(C(=O)O)c(C)n2CC(C)C	-9.7	152	0.0	85.3	85.3	-1.3%	-1.8%	9.7	152
O=C(Nc1cccnc1)c1c(O)c2c(n(Cc3ccccc3)c1=O)CCCC2	1.6	129	-4.8	86.3	91.1	-16.2%	-10.7%	-1.6	129
Cc1cccnc1-n1c(CN2C(=O)c3ccccc3C2=O)nc2ccccc2c1=O	-15.1	106	-12.3	81.1	93.5	8.6%	-9.4%	15.1	106
COc1cccc(OC)c1C1=NCC(=O)Nc2c1oc1ccc(Br)cc21	.	.	-34.7	34.3	69.0	-34.6%	-1.1%	.	.
